Screens: PubChem BioAssay, NMMLSC
Bim-Bcl-B: disrupts Bim peptide binding to human Bcl-B; bead-based flow cytometry; inhibition, % at 10 µM; 190,000 compounds, 0.073% hits; AID 951;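 further: 0% = tracer peptide without compound and 100% = reference inhibitor peptide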
Target sequence (Q9HD36 whole entry, looked up): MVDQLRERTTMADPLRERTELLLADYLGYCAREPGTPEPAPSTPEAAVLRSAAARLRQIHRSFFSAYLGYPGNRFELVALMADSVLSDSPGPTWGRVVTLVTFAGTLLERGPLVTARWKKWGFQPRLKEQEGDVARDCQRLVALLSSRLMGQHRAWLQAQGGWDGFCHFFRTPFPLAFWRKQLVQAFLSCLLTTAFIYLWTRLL
Bfl-1 Bim block: disrupts Bim binding to human Bfl-1; inhibition, % at 10 µM; Bead-based flow cytometry, Bim-Bfl-1 binding inhibition; 190,000 compounds, 0.12% hits; Q16548;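 further: 0% = wells without compound plus tracer and 100% = blocker peptide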
Bim-Bcl-XL: disrupts Bim peptide binding to human Bcl-XL; AID 1007; inhibition, % at 10 µM; 190,000 compounds, 0.04% hits; bead flow cytometry, fluorescence; Q07817
Target sequence (Q07817 whole entry, looked up): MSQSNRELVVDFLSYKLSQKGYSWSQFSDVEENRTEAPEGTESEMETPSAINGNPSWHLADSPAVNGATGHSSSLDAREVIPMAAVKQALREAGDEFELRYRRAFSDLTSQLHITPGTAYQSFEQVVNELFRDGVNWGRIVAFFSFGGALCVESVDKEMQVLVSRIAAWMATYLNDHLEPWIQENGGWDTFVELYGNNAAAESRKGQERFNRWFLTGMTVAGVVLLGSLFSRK
Bcl-2 Bim block: disrupts Bim peptide binding to human Bcl-2; AID 950; 190,000 compounds, 0.06% hits; Bead-based flow cytometry, Bim peptide-Bcl-2 binding; inhibition, % at 10 µM; in the data active means inhibition above about 40%; inconclusive means no clear call, values can overlap the other calls;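 further: 0% = no compound wells with probe peptide and 100% = reference peptide inhibitor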
RGS7-Gao reg: modulates binding of RGS7 to human Galphao | Multiplexed bead flow cytometry; actives lie on both sides | P09471 | binding response (% of control), % at 10 µM | 220,000 compounds, 0.35% hits; in the data active means binding response below about 49% or above about 150%; inconclusive means no clear call, values can overlap the other calls; inactive means in between;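 further: fluorescent Galphao held in activated GDP-AlF4 state binding bead-coupled RGS7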
RGS4-Gao reg: modulates binding of RGS4 to human Galphao. P09471. Multiplexed bead flow cytometry; actives lie on both sides. binding response (% of control), % at 10 µM. 220,000 compounds, 0.33% hits. AID 1415; in the data active means binding response below about 49% or above about 150%; inactive means in between;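 further: fluorescent Galphao activated with aluminum fluoride binding bead-coupled RGS4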
RGS8-Gao: modulates binding of RGS8 to human Galphao; multiplexed bead flow cytometry; actives lie on both sides; P09471; response (percent of control binding), % at 10 µM; 220,000 compounds, 0.34% hits; in the data active means response below about 60% or above about 140%; inactive means in between;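 further: Galphao activated as the GDP aluminium fluoride complex binding bead-coupled RGS8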
Bcl-W Bim block: human Bim-Bcl-W interaction inhibition; AID 952; bead-based flow cytometry, Bim peptide-Bcl-W binding; Q92843; inhibition, % at 10 µM; 190,000 compounds, 0.02% hits;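 further: 0% = bound tracer without compound and 100% = peptide blocker; higher means less fluorescent Bim peptide bound to Bcl-W beads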
Mcl-1 Bim block: inhibitors of Bim-Mcl-1 interaction, human. 190,000 compounds, 0.1% hits. AID 1009. Q07820. inhibition, % at 10 µM. Bead-based flow cytometry, Bim peptide-Mcl-1 binding;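 further: 0% = no compound tracer wells and 100% = peptide blocker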
Target sequence (Q07820 whole entry, looked up): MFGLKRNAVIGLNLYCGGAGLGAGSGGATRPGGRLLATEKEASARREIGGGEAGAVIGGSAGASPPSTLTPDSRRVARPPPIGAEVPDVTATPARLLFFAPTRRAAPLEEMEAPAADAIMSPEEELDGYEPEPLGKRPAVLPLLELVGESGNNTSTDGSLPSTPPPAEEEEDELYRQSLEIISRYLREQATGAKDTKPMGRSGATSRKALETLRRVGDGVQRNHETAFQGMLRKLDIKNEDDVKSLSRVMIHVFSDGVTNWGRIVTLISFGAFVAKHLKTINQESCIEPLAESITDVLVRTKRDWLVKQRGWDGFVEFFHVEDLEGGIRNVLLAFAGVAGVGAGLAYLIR
ABCG2 inh: human ABCG2 inhibition, ABCB1 as counter-screen | IgMXP3 cells, JC-1 efflux, flow cytometry | inhibition, % at 6.6 µM | 190,000 compounds, 0.1% hits | AID 1325;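 active means inhibition above 80%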;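 further: 0% = DMSO and 100% = nicardipine control wells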
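Times: 10 min at 25 °C | Test system: Two drug-resistant human cell lines, ABCG2 and ABCB1 | Quantity: 3 million cells/mL final, two lines in 1:1 ratio | Signal: Flow cytometry, 530 nm JC-1 signal | Dosing: Compound at 6.6 µM | Controls: Nicardipine and DMSO wells | Reagent: JC-1 as fluorescent efflux pump substrate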
ABCB1 inh: human ABCB1 inhibition, ABCG2 as counter-screen | CCRF-Adr cells, JC-1 efflux, flow cytometry | 190,000 compounds, 0.067% hits | inhibition, % at 6.6 µM; in the data active means inhibition above about 40%;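 further: 0% = vehicle and 100% = reference inhibitor; higher value means more JC-1 retained so stronger ABCB1 efflux block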
Starred values were filed as active, the others as inactive; ? = inconclusive; nt = not tested or not shown. Unless noted, no stated cut-off is given here; in the data, active means inhibition above about 40%.

SMILES,Bcl-2 Bim block,Bim-Bcl-XL,RGS7-Gao reg,Mcl-1 Bim block,Bfl-1 Bim block,ABCG2 inh,RGS8-Gao,Bim-Bcl-B,RGS4-Gao reg,Bcl-W Bim block,ABCB1 inh
COC(=O)CC1C(=O)NCCN1C(=O)Nc1cccc(Cl)c1 (stereo not drawn),0,0,?,-1,-2,5,102,-3,102,0,1.7
CCN(CC)S(=O)(=O)c1ccc(C)c(N=C=S)c1,-4,-6,103,-2,-2,-7,92,-10,94,-3,-1.8
O=C(Cn1nc(C(=O)O)c2ccccc2c1=O)NCc1ccco1,0,0,?,-4,3,0,99,0,103,-2,-1.2
Cc1nn(C(=O)c2ccco2)c(C)c1Sc1ccc(Br)cc1,-9,0,103,-1,-13,1,101,-10,98,-1,0.0
CCOC(=O)c1c(C)nc(C)c2c(=O)oc3ccccc3c12,-6,-4,98,-39,-2,6,101,-8,95,-3,0.6
Cc1cccc(NCCC#N)c1,-3,-6,88,-3,0,4,79,-5,88,-1,0.8
C/C(=N\NC(=O)c1cccc(F)c1)c1ccc(Br)s1,4,0,98,1,0,2,102,4,110,1,0.1
COc1ccccc1CNC(=O)N[C@@H](Cc1ccccc1)C(=O)O,-8,-6,104,-3,-8,4,99,-10,97,-1,0.6
O=C1/C(=C/c2ccccc2)Nc2ccccc21,-9,-1,98,0,-11,9,100,-8,100,0,0.5
O=C(CSc1nnc(Cc2cc(=O)[nH]c(=O)[nH]2)n1-c1ccc(Cl)cc1)N1CCc2ccccc21,2,0,105,0,-5,0,102,-2,98,1,0.1
CC(=O)c1cccc(NC(=O)Oc2ccccc2)c1,0,0,101,-2,-1,9,99,-1,102,0,0.4
COc1cc(/C=N/Nc2ccc(Cl)cc2)ccc1OC(=O)c1cccs1,0,-4,98,-7,3,-3,101,1,102,-2,-0.8
CCNc1nc(NC(C)(C)C)nc(N(CC)n2cnnc2)n1,-10,3,99,-3,-13,0,101,-8,102,1,0.0
CCOC(=O)C1CCN(Cc2cnc(Oc3ccc(OC)cc3)s2)CC1,-5,0,99,-3,-10,1,101,-4,100,0,0.2
COC(=O)c1ccsc1NC(=O)CSc1nnnn1-c1ccccc1SC,-7,8,96,-1,-10,7,97,-4,99,4,1.6
COc1cccc(CN2CCNC(=O)C2CC(=O)N(C)Cc2cnccn2)c1OC (stereo not drawn),0,1,107,3,-3,0,109,0,107,2,0.0
OC[C@H]1O[C@@H](n2cnc3c(Nc4ccccc4)ncnc32)[C@H](O)[C@@H]1O,0,-4,109,-1,-2,2,104,-3,108,-1,0.4
O=C(NCC1CCCO1)c1ccc2c(=O)n(CC3CCCO3)c(SCC(=O)N3CCCC3)nc2c1 (stereo not drawn),-2,-4,101,-2,-4,3,95,-4,92,-5,0.4
COC(=O)c1ccc(N2CN=C(c3ccc(C)cc3)NC2=S)cc1,-12,-8,100,-7,6,-3,99,-17,99,-2,-0.4
O=S1(=O)CC=C(CSc2nc3ccccc3[nH]2)C1,-4,-4,103,0,-3,1,101,-1,102,0,0.6
Cc1ccc2ncccc2c1N,-2,-2,94,-3,-2,2,103,-5,100,-9,0.3
COc1ccc(OC)c(NS(=O)(=O)c2ccc(Cl)s2)c1,-8,-7,99,-4,-7,5,101,-5,96,-3,0.9
CSCCC(CO)NC(=O)OCc1ccccc1 (stereo not drawn),-6,1,96,2,-8,0,100,-5,96,5,-0.1
O=C(C1CCN(S(=O)(=O)c2cccs2)CC1)N(c1ccccn1)C1CCCCC1,0,-1,94,0,-3,15,101,-6,103,1,1.8
COc1ccc(-c2[nH]ncc2CN(C)Cc2cnccn2)c(OC)c1,1,0,?,0,-3,3,102,0,102,2,0.8
COc1ccc(S(=O)(=O)N2CCN(C3Cc4ccccc4C3)CC2)cc1,-8,-14,111,-5,-12,0,103,-8,108,-5,0.1
O=C1C=C(NCc2ccc(Cl)c(Cl)c2)C2(CCCCC2)O1,-10,-9,98,-4,-17,15,97,-9,100,-2,2.0
CC1=CC2=NC(=O)CC(C)(C(=O)N(CC(=O)NC(C)(C)C)Cc3cccs3)N2C=C1 (stereo not drawn),-2,-1,107,0,0,3,112,0,110,0,0.8
Cc1cccc(N2CCN(C(=O)c3ccc4ncsc4c3)CC2)c1C,-5,-7,99,-1,-7,2,99,-10,100,2,0.5
CCCn1c(=O)c(C(=O)Nc2ccccc2C(=O)OCC)c(O)c2ccccc21,-9,-8,100,0,-9,15,105,-6,106,1,6.6
COc1ccccc1-c1nnc(SCC(=O)Nc2cc(C)on2)o1,-6,-12,99,-1,-8,11,106,-7,118,2,0.2
O=C(CCCOc1ccccc1)NCc1ccco1,-2,-2,98,-3,-1,24,101,0,100,-1,3.8
CCN(C(=O)COC(=O)CNC(=O)c1ccc(C)s1)c1ccccc1,-1,-1,103,0,-3,14,110,-3,103,2,0.3
CCOC(=O)Cc1csc(NC(=O)COc2ccccc2)n1,1,-2,99,-1,-13,2,100,-5,101,0,0.2
O=C(CSc1nc2c(c(=O)[nH]1)CN(Cc1ccc(F)cc1)CC2)Nc1ccc(F)cc1,0,-5,102,-3,0,-4,100,-3,100,-4,0.2
CN1C2CCC1/C(=C\c1ccccc1)C(=O)/C2=C\c1ccccc1,-5,-4,96,-5,0,0,104,-5,101,-2,0.3
CCOC(=O)NN1C(=O)c2ccccc2NC12CCCC2,-1,-5,102,-2,-6,1,93,-3,91,-1,0.6
CCc1nnc(NC(=O)CSc2nnc(COc3cccc(C)c3)o2)s1,-5,-3,98,-1,-15,19,98,-7,97,-5,1.2
COC(Cn1c(-c2cccc(S(=O)(=O)N(C)C)c2)n[nH]c1=S)OC,-6,-5,?,-1,-4,1,98,-16,99,0,0.7
CCn1c(SCc2ccccc2)nnc1C1CCCCC1,-7,-9,97,-5,-9,4,101,-9,101,-3,0.3
COc1ccc(C(=O)NNC(=O)CN2CCC(n3nnc4cc(C(F)(F)F)ccc43)CC2)cc1,-2,-2,103,-2,-1,3,107,-1,102,-2,0.6
Cc1ccc(C(=O)/C=C/c2ccccc2[N+](=O)[O-])cc1,0,1,?,0,-1,17,97,-1,97,0,2.7
CCc1ccc(/C=C/C(=O)c2ccc(N3CCOCC3)cc2)cc1,-7,-10,101,-5,-16,2,100,-11,100,-8,0.3
CC(C)NC(=O)c1cnc(Sc2ncc(C(F)(F)F)cc2Cl)n1C,0,-3,110,0,0,0,101,0,110,0,0.2
CCc1nnc(SCC(=O)Nc2ccc3c(c2)OCO3)o1,0,-3,93,-2,-1,1,98,0,93,-4,0.2
N#CC1=C(N)C(C#N)(C#N)C2(CCC3(CC2)OCCO3)C2CC3(CC=C12)OCCO3 (stereo not drawn),0,2,95,1,1,1,100,2,94,3,0.4
COc1ccc(-n2cc(CNCc3cnc4ccccn34)c(-c3cccc(F)c3)n2)cc1,-1,-4,88,0,-6,7,90,-2,92,-2,8.1
CC(C)CC[n+]1ccn(C2=C([O-])c3ccccc3C(=O)/C2=N\S(=O)(=O)c2ccccc2)c1,-3,-3,128,0,-1,5,109,-2,125,0,1.0
CCN1CCN(CCNC(=O)Nc2ccc([N+](=O)[O-])cc2)CC1,-4,-2,?,-4,-6,1,100,-6,97,-2,-0.2
COCC(=O)NNC(=O)Cc1ccc(Cl)cc1,0,2,106,1,-4,1,104,1,104,1,0.6
O=C(CCc1ccccc1)NNC(=O)Cc1ccc(Cl)cc1,-3,-5,106,-2,-5,3,102,-5,101,-5,-0.1
Cn1cccc1/C=C1\SC(=S)N(NC(=O)c2ccccc2Cl)C1=O,-2,-1,105,0,-1,-3,100,0,102,3,-0.6
CCOC(=O)CC(=O)CSc1nc2nc(C)cc(C)n2n1,-7,-9,102,-1,-15,14,102,-8,101,0,1.0
O=C1NC2(CCCCC2)N=C1c1ccc(Br)cc1,-7,-2,110,-2,-3,3,104,-8,106,-5,0.6
CCOc1ccc(NC(=S)N(CCc2c(C)[nH]c3ccc(C)cc23)Cc2ccco2)cc1,-3,-4,nt,-2,1,2,nt,-2,nt,-3,0.7
O=C(O)C1CC1C(=O)N1CCN(c2ccc(Cl)c(Cl)c2)CC1 (stereo not drawn),0,1,103,-2,0,0,104,0,106,0,0.1
Cc1ccc(NS(=O)(=O)c2ccc(C(=O)N3CCN(c4ncccn4)CC3)cc2)cc1,0,-3,98,0,-5,1,99,-3,102,-3,0.8
Cc1ccc(C(=O)N/C(=C\c2cccs2)C(=O)NCCc2c[nH]c3ccccc23)cc1,-7,-6,103,-16,-16,4,100,-9,101,-2,0.1
CCOC(=O)CNC(=O)CN1C(=O)CCS(=O)(=O)c2ccccc21,0,-1,100,5,-2,-2,96,-4,97,1,-0.4
